# Anthrax LF inh2 = inhibitors of Bacillus anthracis lethal factor protease; inhibition, % at 10 µM; P15917; actives 0.12% (n = 360,000); AID 588501; multiplex microsphere protease cleavage assay, LF; note: plate controls were buffer without enzyme for full effect and enzyme alone for no effect
# SSB-PriA inh = K. pneumoniae PriA-SSBct interaction inhibition; AlphaScreen SSBct-PriA binding, biotinylated peptide; inhibition, % at 33 µM; actives 0.6% (n = 430,000); AID 1272365; in the data active = inhibition mostly above about 37%, no sharp cut-off; inactive = mostly below about 20%;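 note: plate controls were negative control peptide for no effect and reference peptide for full effect; strong numbers were not always called active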
# Yp Topo-I inh = inhibitors of Yersinia pestis topoisomerase I | Y. pestis Topo-I cleavage product accumulation, plate reader | actives 0.064% (n = 360,000) | activity, % at 10 µM | AID 504884; in the data active = activity above about 50%, passing the limit was not always enough; inconclusive = no clear call, values can overlap the other calls; note: inactives centre near 2
# PrPC surface inh = cell surface PrPC inhibition, primary TR-FRET screen | actives 0.43% (n = 370,000) | inhibition, % at 13.8 µM | TR-FRET read-out | AID 720596; in the data active = inhibition above about 24%; note: 0% = median of the test wells and 100% = reference compound wells
# TcdB GH inh = blocks C. difficile toxin B glycohydrolase activity. P18177. TcdB glycohydrolase enzymatic assay, plate reader. inhibition, % at 9.99 µM. actives 0.24% (n = 350,000); in the data active = inhibition above about 10%
# PfHsp40 yeast = restores yeast growth despite PfHsp40 toxicity | S. cerevisiae expressing PfHsp40, growth rescue, ATP luminescence | growth rescue, % at 12.5 µM | actives 0.68% (n = 340,000); in the data active = growth rescue above about 28%, passing the limit was not always enough; inconclusive = no clear call, values can overlap the other calls;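 note: yeast W303a lacking pdr1 and pdr3 grown in galactose medium; growth measured after three days at 30 °C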
# BoNT A protease = inhibitors of Botulinum neurotoxin A light chain protease. multiplex microsphere protease substrate cleavage, flow cytometry. actives 0.17% (n = 360,000). inhibition, % at 10 µM; note: plate controls were buffer without enzyme for full effect and enzyme alone for no effect
# 3CLpro inhibitor = SARS-CoV 3CLpro protease inhibition; P0C6X7; recombinant SARS-CoV 3CLpro, quenched FRET peptide cleavage; inhibition, % at 6 µM; actives 0.14% (n = 290,000); in the data active = inhibition above about 12%
# BH1578 lux ind = inducers of Vibrio cholerae quorum light production without autoinducers; V. cholerae BH1578 lux reporter, luminescence, 6 h; actives 0.16% (n = 350,000); activation, % at 18.7 µM; in the data active = activation mostly above about 9.7%, no sharp cut-off; inconclusive = no clear call, values can overlap the other calls; inactive = mostly below about 3.7%; note: not every result past the cut was called active; inactives centre near 0; reference of the scale not given here
# Starred values were filed as active, the others as inactive; i = inactive; ? = inconclusive; . = not tested or not shown; & = joins results of further samples. Cut-off read from the data, not from the text of the source, unless noted: active = inhibition above about 30%; inconclusive = no clear call, values can overlap the other calls; inactive = below that.
SMILES,Anthrax LF inh2,SSB-PriA inh,Yp Topo-I inh,PrPC surface inh,TcdB GH inh,PfHsp40 yeast,BoNT A protease,3CLpro inhibitor,BH1578 lux ind
CC(C)(C)c1nc2c(C#N)c(-c3ccc(Cl)cc3)ccn2n1,0.0,-8.8,-6.6,-16.6,.,8.0,2.0,-2.5,0.1
CC1CCN(CC(=O)N2CCc3ccccc32)CC1,-0.5,-2.9,3.8,7.6,-1.9,1.5,0.3,1.0,i
Cc1c(C(=O)N2CCc3ccccc32)oc2c1C(=O)CC(C)(C)C2,0.1,-18.6,11.7,-1.4,.,0.3,2.1,-5.1,-0.3
COC(=O)[C@@]1(Cc2ccc(F)cc2)[C@H]2c3cc(C(=O)N(C)C)n(Cc4ccc(C)o4)c3C[C@H]2CN1C(=O)c1ccccc1,0.9,.,.,-3.4,-0.3,.,-0.9,.,.
CCOc1ccc(NC(=O)C(=O)NCCN2CCN(S(=O)(=O)c3ccc(C)cc3)CC2)cc1,1.5,0.6,1.3,3.6,-2.2,0.4,0.2,6.2,-2.3
O=C(C[C@H]1C/C=C\CC[C@H](Cc2ccc(F)cc2)C(=O)O[C@H](c2ccccc2)CNC1=O)N[C@H](CO)Cc1ccccc1,2.8,-13.9,10.2,1.1,1.5,-0.6,-0.5,.,-0.2
Cc1ccc(Nc2nc3c(c(=O)[nH]c(=O)n3C)n2Cc2ccc(F)cc2)cc1,1.6,-2.7,46.0,-1.1,.,-0.4,0.2,0.6,0.9
O=C(CNc1ccccc1)NNC1=NCCC1,-2.6,-10.2,0.6,6.1,0.3,-0.1,-0.7,-4.7,-0.3
COc1ccc(CCNC(=O)CN(c2cccc([N+](=O)[O-])c2)S(C)(=O)=O)cc1OC,-4.1,-14.2,14.2,-6.6,-0.4,-1.5,0.2,6.4,-0.1
CCOC(=O)N1CCN(C(=O)CCSc2ccc(C)cc2)CC1,1.2,2.9,7.4,-3.9,.,0.7,0.5,5.0,-0.3
COc1ccc(-c2cc3c(=O)n(CC(=O)NCCCc4ccccc4)ncn3n2)cc1,-2.6,-14.3,-7.8,-1.1,0.2,0.7,-0.4,-0.2,-1.2
Cc1[nH]n(-c2ccc([N+](=O)[O-])cc2)c(=O)c1C=NCCc1c[nH]c2ccccc12,0.5,4.3,-12.7,-0.6,.,-3.3,0.1,0.5,i
O=C(CNC(=O)c1ccco1)Nc1ccc(OC(F)F)cc1,-1.4,1.6,-4.2,0.3,-0.3,-1.4,-2.9,-0.6,-0.6
CN1CCN(Cc2c(C(=O)N3CCc4ccccc4C3)nc3ccc(Cl)cn23)CC1,3.2,4.6,-0.5,-8.2,0.8,0.4,5.8,2.7,i
COc1ccc(N=C(C)C2=C(O)COC2=O)cc1,1.5,-8.5,1.7,4.7,.,5.0,1.2,5.6,-1.1
CC(=O)N1CCN(c2ccc(NC(=O)c3ccc(OCc4ccccc4)cc3)cc2)CC1,-0.6,-4.6,21.9,-6.1,.,1.1,0.1,2.2,.
Cc1ccc(Cn2ccc(NC(=O)c3cc(-c4ccc(Cl)cc4)on3)n2)cc1,-4.1,-10.8,5.4,-3.5,.,-0.4,?,-5.8,i
CCn1c(=O)cc(SCC(=O)N2CCN(C(=O)c3ccco3)CC2)c2ccccc21,0.8,-5.9,11.0,-21.0,.,-0.5,1.6,3.3,i
O=C(CSc1nc(-c2ccco2)cc(C(F)(F)F)n1)Nc1ccccc1C(F)(F)F,-2.6,-14.1,-1.6,-4.2,.,0.0,-1.4,-2.8,2.8
CC1CCCC2(C1)NC(=S)N(c1ccccc1)N2 (stereo unspecified),-3.6,-1.0,1.9,0.9,0.2,0.6,-0.3,3.7,i

# Whole records as entered above. Order of values: Anthrax LF inh2 | SSB-PriA inh | Yp Topo-I inh | PrPC surface inh | TcdB GH inh | PfHsp40 yeast | BoNT A protease | 3CLpro inhibitor | BH1578 lux ind
# Cc1c(C(=O)N2CCc3ccccc32)oc2c1C(=O)CC(C)(C)C2 is listed with 0.1 | -18.6 | 11.7 | -1.4 | . | 0.3 | 2.1 | -5.1 | -0.3
# Cc1[nH]n(-c2ccc([N+](=O)[O-])cc2)c(=O)c1C=NCCc1c[nH]c2ccccc12 is listed with 0.5 | 4.3 | -12.7 | -0.6 | . | -3.3 | 0.1 | 0.5 | i
# CC(C)(C)c1nc2c(C#N)c(-c3ccc(Cl)cc3)ccn2n1 is listed with 0.0 | -8.8 | -6.6 | -16.6 | . | 8.0 | 2.0 | -2.5 | 0.1

# Further records follow.
SMILES,Anthrax LF inh2,SSB-PriA inh,Yp Topo-I inh,PrPC surface inh,TcdB GH inh,PfHsp40 yeast,BoNT A protease,3CLpro inhibitor,BH1578 lux ind
Cc1c(NC(=O)/C=C/c2cccs2)c(=O)n(-c2ccccc2)n1C,-0.2,0.5,-0.1,-4.8,.,0.7,-0.2,-5.4,i
CC(C)C1O/C(=N/C(=O)Nc2ccc(Cl)c(Cl)c2)NC1=O (stereo unspecified),4.4,.,1.9,3.9,.,0.4,3.0,1.6,.
COc1ccc(Nc2cc(C)nc3ccc(OC)cc23)cc1,.,15.3,-2.9,-18.2,1.3,-1.8,.,5.9,-0.4
COc1ccc(CNC(C)Cc2cccs2)cc1 (stereo unspecified),-1.1,-15.7,-3.7,-0.3,0.9,1.1,-0.5,4.8,-1.4
Cc1ccc(OCC(O)CN2C(=O)NC(C)(C)C2=O)cc1 (stereo unspecified),-7.4,-22.6,-3.7,-0.1,.,53.0*,0.2,-1.8,-0.7
CC(C)(C)c1ccc(O)c(N=Cc2cc(Br)ccc2O)c1,-8.0,-12.6,-8.9,5.2,2.0,-0.5,-0.3,-0.6,-0.5
O=C(COC(=O)CSc1ccc(Cl)cc1)NCCc1ccccc1,.,-4.0,-1.5,5.0,0.8,-0.4,.,.,i
Cc1c(/C=N/NC(=O)C(C)(C)Oc2ccc(Cl)cc2)cnn1C,0.0,.,3.2,0.5,.,-0.8,-0.7,1.1,-3.3
O=C1NCCCCC1NS(=O)(=O)c1cccc2ccccc12 (stereo unspecified),23.4,-20.2,6.4,1.2,-0.2,-0.5,-1.8,2.2,-0.6
COc1ccc(C(=O)NC2CCCc3ccccc32)c(OC)c1OC (stereo unspecified),-0.1,-6.4,11.8,10.1,-0.4,1.1,-1.4,-1.3,-0.7
O=C(COC(=O)c1cn(-c2ccccc2)nc1-c1ccccc1)c1cccc([N+](=O)[O-])c1,-4.7,2.1,5.1,-3.3,.,-0.6,-0.6,1.0,1.4
Cc1cc2cc(CCNC(=O)C(=O)c3c[nH]c4ccccc34)c(=O)[nH]c2cc1C,-1.0,-3.6,3.0,-0.7,1.0,1.0,0.0,-1.5,i
COC(=O)c1ccc(S(=O)(=O)c2ccc(Cl)cc2)c(N)c1,2.5,-4.5,4.2,0.3,1.6,1.9,-0.5,1.0,-0.8
N#Cc1ccc(C(=O)N2CCCCC2c2cc(C(=O)Nc3ccccc3Cl)no2)cc1 (stereo unspecified),6.3,.,19.2,1.8,-0.2,.,-0.1,.,0.4
COc1ccc(CC(=O)OCC(=O)Nc2cccnc2Cl)cc1OC,0.5,-4.7,-8.3,-2.8,0.1,0.9,0.9,-2.8,i
COc1ccccc1-c1coc2c(CN3CCN(C)CC3)c(O)ccc2c1=O,0.3,-1.5,2.0,3.1,.,-0.2,0.8,6.8,i
O=C(Nc1ncccc1O)c1ccc2c(c1)OCO2,-3.8,-1.4,3.6,2.6,1.4,-3.0,-0.2,.,i
Cc1ccccc1NC(=O)N1CCC(C(=O)c2ccc(F)cc2)CC1,0.6,-3.0,3.7,3.9,-1.9,0.1,-1.1,3.6,-0.1
Cc1ccc([C@@H]2[C@@H]3C(=O)N(c4ccccc4)C(=O)[C@@H]3[C@]3(C)C(=O)N(Cc4ccccn4)CC(=O)N23)o1,-4.3,25.2,5.2,0.1,2.8,-0.6,-0.4,8.3,-1.2
Cc1ccc(S(=O)(=O)N(C)CCCC(=O)n2nc(C)cc2C)cc1,-3.9,-10.1,6.1,-0.8,.,?,0.2,-3.3,-0.2

# An excerpt from above in order of SMILES length, low to high:
SMILES,Anthrax LF inh2,SSB-PriA inh,Yp Topo-I inh,PrPC surface inh,TcdB GH inh,PfHsp40 yeast,BoNT A protease,3CLpro inhibitor,BH1578 lux ind
COc1ccc(CNC(C)Cc2cccs2)cc1 (stereo unspecified),-1.1,-15.7,-3.7,-0.3,0.9,1.1,-0.5,4.8,-1.4
Cc1ccccc1NC(=O)N1CCC(C(=O)c2ccc(F)cc2)CC1,0.6,-3.0,3.7,3.9,-1.9,0.1,-1.1,3.6,-0.1
Cc1c(/C=N/NC(=O)C(C)(C)Oc2ccc(Cl)cc2)cnn1C,0.0,.,3.2,0.5,.,-0.8,-0.7,1.1,-3.3

# (list continues)
SMILES,Anthrax LF inh2,SSB-PriA inh,Yp Topo-I inh,PrPC surface inh,TcdB GH inh,PfHsp40 yeast,BoNT A protease,3CLpro inhibitor,BH1578 lux ind
COC(=O)c1ccccc1S(=O)(=O)NC(=O)c1ccccc1,3.3,-21.6,-2.3,4.5,.,-0.7,0.4,-5.4,i
COCCNC(=O)C(c1ccco1)N(C(=O)Cn1nnc2ccccc21)c1cc(C)ccc1C (stereo unspecified),-0.3,-21.1,8.0,-11.2,.,?,-0.7,4.1,-0.8
COC(=O)c1ccc(C(=O)NC2CCCN(Cc3ccc(Cl)cc3)C2)nc1 (stereo unspecified),0.2,-1.1,-14.3,3.1,0.5,0.8,-0.5,-0.8,i
CC(C)CC(=O)c1c[nH]c(C(=O)NCCc2ccccn2)c1,0.5,-6.2,-4.6,-6.6,.,1.4,2.5,1.7,i
CN1CCC23c4c5ccc(O)c4O[C@@H]2[C@H](O)C=CC3C1C5 (stereo partly specified),-1.5,-4.0,4.2,2.5,0.9,-0.6,0.4,.,-0.5
CN1CCN(C(=O)C2=C[C@@H](c3coc4ccccc4c3=O)C[C@@H](OCCCCO)O2)CC1,-8.1,7.8,21.3,-8.6,-0.6&-3.6,-1.3,0.4,1.8,-0.6
O=C(Nc1ccc(Cl)c(S(=O)(=O)N2CCOCC2)c1)c1ccc(Cl)nc1,-4.4,-8.3,5.2,6.0,1.2,-2.4,0.1,.,-0.7
O=C(NCc1ccco1)c1sc2cc(Cl)ccc2c1Cl,-1.3,-27.1,37.1,20.6,.,7.7,?,4.2,1.0
O=C(CSc1ccccc1)NC1CCCCCC1,-3.5,-10.6,14.0,-3.2,3.4,0.9,-4.9,-2.6,2.2
O=C(c1ccc2n[nH]nc2c1)N1CCN(c2ccc(C(F)(F)F)cn2)CC1,5.7,1.4,0.6,6.8,0.9,-0.6,-0.4,.,i
COc1ccc(CN(C)CC(=O)Nc2ccc(Cl)cc2F)c(OC)c1,.,-20.6,.,1.5,0.4,.,.,3.8,.
CC1CC(CN)CC(CO)C1 (stereo unspecified),-3.3,-4.8,-0.1,2.5,-0.2,-1.8,-0.3,5.3,-2.9
O=C(CCNc1cccc(Cl)c1)c1cccs1,-2.4,-2.8,6.6,5.1,3.4,0.0,0.4,-0.6,-0.3
COc1ccc(NC(=O)COC(=O)c2ccc(N3CCCC3=O)cc2)cc1,0.8,1.8,-4.2,11.1,1.0,0.2,0.0,.,i
C1CCCC(N2CCNCC2)CC1,1.3,7.0,-0.7,7.6,.,-1.6,?,3.9,-0.3
CCCCP(=O)(CCCC)c1ccccc1C(=O)O,2.4,-13.6,-4.9,0.7,.,-1.5,-0.4,-5.9,0.1
COc1cccc(-c2c(NC(=O)c3ccco3)n(-c3ccc(C)cc3)nc(C)c2=O)c1,-2.5,-17.9,4.3,-4.2,.,-1.2,-0.9,1.3,-6.2
CCOc1ccccc1NC(=O)NC1CC2CCCC(C1)N2Cc1nnnn1CCc1ccccc1 (stereo unspecified),-0.2,-7.7,-2.1,-0.9,.,0.4,0.0,0.2,-1.3
CCCOc1cccc(C2/C(=C(/O)c3ccccc3)C(=O)C(=O)N2CCN(C)C)c1 (stereo unspecified),1.0,.,-0.4,1.5,.,-0.6,0.3,9.3,i

# High-throughput results: PubChem BioAssay, several laboratories

# An excerpt; the hit share may differ from the screen's.
